Screens from PubChem BioAssay.
CCT chaperon mod = High-Throughput Screening for Modulators of Cytosolic Chaperonin Activity | purified chaperonin ATPase assay, HTRF ADP detection, 30 min | activity change, % (test concentration not listed), hits read low | 360,000 tested, 0.3% active; in the data active = activity change below about -30%; note: % is set by controls: 0 for no effect and ±100 for the full control effect
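TRiC (40 or 20 nM final, by batch activity) in 30 mM Tris pH 7.4, 100 mM KCl, 5 mM MgCl2, 1 mM DTT was treated with compound at 76 uM single dose, then 10 uM ATP, 30 min at 37 °C. ADP was read by HTRF Transcreener.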
EPAC1 antag = qHTS for Antagonist of cAMP-regulated guanine nucleotide exchange factor 3 (EPAC1): primary screen. Rap guanine nucleotide exchange factor 3 (Homo sapiens), O95398. EPAC1 GEF assay, Rap1b-BODIPY-GDP exchange fluorescence. Potency, µM (top dose mostly 115 µM), inactives show top-dose activity change, negative = inhibition, actives largely listed as inhibitors. 360,000 tested, 0.14% active;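 note: potency is the fitted concentration of half-maximal effect; plate controls were vehicle for no effect and positive control for full effect; nearly all actives have a fitted effect of over 50% in size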
Target sequence (O95398 whole entry, looked up): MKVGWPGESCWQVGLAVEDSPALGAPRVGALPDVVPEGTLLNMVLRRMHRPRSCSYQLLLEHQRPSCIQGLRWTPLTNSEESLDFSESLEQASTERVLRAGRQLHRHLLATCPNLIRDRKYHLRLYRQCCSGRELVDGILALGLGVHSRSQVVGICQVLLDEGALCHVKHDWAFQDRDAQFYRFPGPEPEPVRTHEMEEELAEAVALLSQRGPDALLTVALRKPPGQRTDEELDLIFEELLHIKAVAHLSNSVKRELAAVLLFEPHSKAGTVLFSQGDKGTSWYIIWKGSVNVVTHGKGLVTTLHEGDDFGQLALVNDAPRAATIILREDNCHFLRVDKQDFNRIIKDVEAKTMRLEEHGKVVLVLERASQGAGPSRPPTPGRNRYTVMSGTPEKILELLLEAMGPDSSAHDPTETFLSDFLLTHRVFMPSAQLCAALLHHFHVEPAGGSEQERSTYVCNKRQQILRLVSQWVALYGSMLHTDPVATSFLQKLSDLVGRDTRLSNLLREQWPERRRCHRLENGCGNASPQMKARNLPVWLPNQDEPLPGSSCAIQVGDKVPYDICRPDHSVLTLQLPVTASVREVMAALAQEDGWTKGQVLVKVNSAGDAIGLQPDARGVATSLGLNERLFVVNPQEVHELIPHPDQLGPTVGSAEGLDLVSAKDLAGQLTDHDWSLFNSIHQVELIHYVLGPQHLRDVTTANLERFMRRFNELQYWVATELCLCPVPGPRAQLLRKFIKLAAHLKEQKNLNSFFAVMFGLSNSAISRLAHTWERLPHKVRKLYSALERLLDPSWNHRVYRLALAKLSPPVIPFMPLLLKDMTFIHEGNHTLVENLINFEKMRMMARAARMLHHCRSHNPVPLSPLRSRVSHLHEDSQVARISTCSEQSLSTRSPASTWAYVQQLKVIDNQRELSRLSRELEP
PI5P4K alpha inh = qHTS for Inhibitors of phosphatidylinositol 5-phosphate 4-kinase (PI5P4K). Phosphatidylinositol 5-phosphate 4-kinase type-2 alpha (Homo sapiens), P48426. PI5P4Kalpha enzyme, ADP-Glo luminescence, 60 min; active compounds read low. max response, %. 330,000 tested, 1.2% active. AID 652105, 2013; active = max response of -50% or lower; inconclusive = between -30% and -50%; inactive = -30% or higher; note: value at the top dose of about 77 µM; % is set by controls: 0 for no effect and ±100 for the full control effect
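qHTS, 1536-well: enzyme/substrate mix, compound by pin tool, 5 microM ATP final; RT 60 min; ADP-Glo reagents 1 (45 min) then 2 (30 min); luminescence.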
EPAC2 antag = qHTS for Antagonist of cAMP-regulated guanine nucleotide exchange factor 2 (EPAC2): primary screen. Rap guanine nucleotide exchange factor 4 (Homo sapiens), Q8WZA2. EPAC2 GEF exchange of Rap1B-BODIPY-GDP, fluorescence. Potency, µM (top dose mostly 114 µM), for inactives: at the top dose activity, negative = inhibition, usual class: inhibitors. 360,000 tested, 0.18% active. AID 720708, 2013; note: potency is the fitted concentration of half-maximal effect; % is set by controls: 0 for no effect and ±100 for the full control effect; nearly all actives have a fitted effect of over 45% in size; many of its hits are not listed in these tables
EPAC1 agonist = qHTS for Agonist of cAMP-regulated guanine nucleotide exchange factor 3 (EPAC1): primary screen; Rap guanine nucleotide exchange factor 3 (Homo sapiens), O95398; EPAC1 agonist qHTS, biochemical assay; response scale: 100% = response to 6.5 mM cAMP; Potency, µM (top dose mostly 154 µM), inactives show at the top dose activation, actives largely listed as activators; 360,000 tested, 0.073% active; note: potency is the fitted concentration of half-maximal effect; nearly all actives have a fitted effect of over 60% in size
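Nucleotide exchange assay: 100 nM EPAC1 with 250 nM Rap1B loaded with BODIPY-GDP and 50 uM GDP, room temperature. Fluorescence (480/540 nm) read every 5 min for 30 min; signal change normalized to 6.5 mM cAMP as full agonist.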
MmCpn inh = Inhibitors of TCP-1 ring complex (TRiC) of Methanococcus maripaludis (MmCpn): qHTS; Chaperonin Mm-Cpn (Methanococcus maripaludis); purified Mm-Cpn ATPase, ADP Transcreener TR-FRET; Potency, µM (doses to about 76.9 µM), without a hit: at the highest dose activity, negative = inhibition, most hits filed as inhibitors; 330,000 tested, 0.031% active; note: potency is the fitted concentration of half-maximal effect; % is set by controls: 0 for no effect and ±100 for the full control effect; nearly all actives have a fitted effect of over 80% in size
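TR-FRET (320 nm excitation; 590 and 665 nm emission) reports ADP made from 10 uM ATP by 25 nM enzyme; compounds were preincubated 10 min, reaction run 30 min, both at 37°C.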
WRN inhibitor = qHTS for Inhibitors of WRN Helicase; Bifunctional 3'-5' exonuclease/ATP-dependent helicase WRN (Homo sapiens), Q14191; WRN helicase unwinding, fluorescent forked duplex, kinetic; Potency, µM (highest dose often 114 µM), inactives show at the highest dose activity change, negative = inhibition, actives largely listed as inhibitors; 360,000 tested, 0.46% active; AID 651768, 2012; note: potency is the fitted concentration of half-maximal effect; % is set by controls: 0 for no effect and ±100 for the full control effect; nearly all actives have a fitted effect of over 55% in size
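Kinetic fluorescence helicase assay: unwinding of a quenched forked DNA duplex (100 nM final) with 2 mM ATP final raises red fluorescence (525/598 nm). Compounds sat 15 min at room temperature with 20 nM WRN beforehand.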
PLK1 PBD block = qHTS for Inhibitors of PLK1-PDB (polo-like kinase 1 - polo-box domain): Primary Screen | Serine/threonine-protein kinase PLK1 (Homo sapiens), P53350 | Plk1 PBD binding of FITC phosphopeptide, fluorescence polarization | 360,000 tested, 2.8% active | Potency, µM, for inactives: max response, negative = inhibition, most hits filed as inhibitors; note: potency is the fitted concentration of half-maximal effect; series mostly up to about 57 µM; % is set by controls: 0 for no effect and ±100 for the full control effect; nearly all actives have a fitted effect of over 65% in size
Active calls of the source: *; ? = inconclusive; nt = not tested or not shown; [ ] = remark or other dose. Unless noted, calls come from the whole dose curve; as a rule, active = well fitted curve in the direction sought with a large enough effect; inconclusive = small, poorly fitted or top-dose-only effect, or another doubt; inactive = no such curve, though single readings can be large; an effect the other way counts as inactive or inconclusive.

| smiles | CCT chaperon mod | EPAC1 antag | PI5P4K alpha inh | EPAC2 antag | EPAC1 agonist | MmCpn inh | WRN inhibitor | PLK1 PBD block |
| --- | --- | --- | --- | --- | --- | --- | --- | --- |
| COc1ccc(C(=O)Nc2ccc(S(=O)(=O)NCc3ccco3)cc2)cc1OC | 0.2 | 8% | nt | -1% | 1% | -10% | -14% | -7% |
| Cn1c(SCC(=O)Nc2cccc(F)c2)nnc1-c1cc2ccccc2o1 | -2.8 | 2% | -4 | 5% | 3% | -2% | 4% | 3% |
| CCOc1ccc(Br)cc1/C=N/O | -3.9 | -2% | nt | 3% | 7% | nt | -15% | -1% |
| Cc1ccc(OCCC(=O)Nc2ccc(S(=O)(=O)Nc3nccs3)cc2)cc1 | -0.7 | -7% | -16 | 8% | 1% | 1% | 4% | -15% |
| COc1cccc(CN(C)CC(=O)NCc2ccc(C)cc2)c1 | -2.0 | -23% | -1 | -26% | 12% | -1% | -15% | -7% |
| COC(=O)c1sc(NC(=O)CSc2nnc(Cn3nnc4ccccc43)n2C)nc1C | -0.2 | 1% | 4 | 8% | -1% | 5% | -19% | 3% |
| Cc1ccc(NC(=O)c2ccc3c(c2)OCO3)cc1S(=O)(=O)N1CCOCC1 | 1.7 | -5% | -1 | 4% | 3% | -1% | -11% | -5% |
| COc1ccc(OC)c(C(O)c2nc3ccccc3n2C)c1 (stereo not given) | -14 | -10% | ? | 2% | -3% | -2% | -3% | 3% |
| O=C(NC1CC1)C1CCN(c2ncnc3c2sc2cccc(F)c23)CC1 | -0.6 | 6% | 3 | 6% | 6% | -6% | 3% | 5% |
| O=C(NC(=S)Nc1ccc(N2CCOCC2)c(Cl)c1)c1sc2ccccc2c1Cl | -2.2 | 20% | 2 | -10% | -13% | -4% | 1% | -12% |
| CC(Sc1nnnn1C1CCCCC1)C(=O)O (stereo not given) | 0.1 | 3% | -91* | 4% | 11% | 0% | -35% | 4.2µM* |
| O=c1[nH]c(C2CCCN(S(=O)(=O)c3ccccc3)C2)nc2c1nnn2Cc1ccccc1Br (stereo not given) | -0.3 | -20% | 3 | -11% | 5% | 1% | -6% | -15% |
| CCOC(=O)N1CCC(NC(=O)C2CCN(C(=O)N3CC(C)Oc4ccccc43)CC2)CC1 (stereo not given) | 0.5 | -6% | 0 | -13%[57.1 µM] | 5% | -5% | -5% | -1% |
| Cc1ccc(CNC(=O)CN(c2ccc(C)cc2)S(=O)(=O)c2c(C)nn(C)c2C)cc1 | 1.7 | 0% | -3 | -20% | -13% | 2% | 1% | 7% |
| CC(C)(C)NC(=O)c1ccccc1NC(=O)c1ccc2c(c1)OCO2 | 0.5 | -24% | 10 | 4% | 1% | -3% | 4%[57.1 µM] | 6% |
| COc1ccccc1NC(=O)Cc1csc(N)n1 | -7.5 | 5% | nt | 7% | -2% | -2% | 7% | -7% |
| CSCC[C@H](NC(=O)Nc1cccc(C(F)(F)F)c1)C(=O)O | -1.0 | -13% | 5 | -4%[57.1 µM] | 6% | 0% | -1% | -3% |
| c1ccc(SCc2nc3ccccc3[nH]2)nc1 | -0.3 | 12% | 2 | 16% | -9% | 2% | -23%[57.1 µM] | -10% |
| Cc1cccc(NC(=O)Cn2nc(-c3ccco3)ccc2=O)c1C | 2.5 | ? | 2 | -2% | 3% | -2% | -17% | -1% |
| COc1ccccc1NC(=O)Cc1nnc(SCC(=O)NC2=NCCS2)n1C | -17 | -12% | 2 | -5% | 3% | -1% | 1% | -11% |
| C[C@H]1CN([C@@H](C)CO)C(=O)c2cccc(NC(=O)c3ccc(-c4nccs4)cc3)c2O[C@@H]1CN(C)C(=O)NC1CCCCC1 | 0.1 | 3% | 1 | -6% | 0% | -3% | -6% | -17% |
| COc1ccc([N+](=O)[O-])cc1NCc1cccnc1 | -23 | 9% | -1 | 1% | 9% | -2% | 0% | -9% |
| O=C(CSC1=NC(=O)C(c2ccccc2)C(=O)N1)Nc1cccc(Cl)c1 (stereo not given) | -3.6 | 4% | -27 | -5% | 12% | 3% | -9% | -5% |
| COc1ccc(OC)c(NS(=O)(=O)c2c(C)nc3sccn3c2=O)c1 | 2.5 | -5% | 6 | -12% | 3% | 2% | -4% | 4% |
| CCOC(=O)C1=C(COc2ccccc2)NC(=O)NC1c1ccc(Br)cc1 (stereo not given) | 0.9 | ? | -2 | -6% | -9% | 0% | -1% | -4% |
| O=C(COC(=O)c1ccco1)Nc1ccc(N2CCOCC2)cc1 | 2.6 | 11% | 7 | 1% | 3% | -3% | -15% | -9% |
| O=C(COc1ccc(F)cc1Br)NCc1ccccn1 | -1.8 | 6% | 3 | 4% | 1% | nt | -1% | -8% |
| Cc1ccc2occ(C3NC(C(=O)O)CS3)c(=O)c2c1 (stereo not given) | 1.2 | 5% | -1 | 11% | -9% | 1% | -5% | 0% |
| COC(=O)C(CCSC)NS(=O)(=O)c1ccc(Cl)cc1 (stereo not given) | 0.8 | 5% | -6 | -4% | -2% | -1% | 13% | -4% |
| CSc1ccccc1NC(=O)CN(C)C(=O)c1ccc(-n2cccn2)cc1 | -3.2 | -4% | -2 | -6% | 4% | -2% | -7% | -14% |

Continuation:
| smiles | CCT chaperon mod | EPAC1 antag | PI5P4K alpha inh | EPAC2 antag | EPAC1 agonist | MmCpn inh | WRN inhibitor | PLK1 PBD block |
| --- | --- | --- | --- | --- | --- | --- | --- | --- |
| CCN(C(=O)CSc1nnc2c3ccccc3n(CC)c2n1)C1CCS(=O)(=O)C1 (stereo not given) | 0.2 | -1% | -6 | 5% | -5% | 1% | -6% | -15% |
| COc1cccc(N2CCN(c3ncccn3)CC2)c1 | -1.0 | 4% | nt | 11% | -3% | 1% | 0% | -1% |
| CC(=O)Nc1ccc(-c2cn3cc(C)ccc3n2)cc1 | 0.2 | -3% | 9 | -10% | -2% | -4% | -3% | -19% |
| C=CCSc1nc2c(c(=O)[nH]c(=O)n2C)n1CC | 2.4 | -12% | -19 | -1% | -4% | 1% | -8% | 24µM* |
| O=C(CNc1ccc(Br)cc1)NNC1=NCCC1 | -1.7 | 5% | -1 | -3% | 3% | 0% | -2% | -2% |
| O=C(O)c1cccc2c1C(=O)c1cccc3snc-2c13 | 1.3 | 20% | -14 | 2% | -9% | -5% | -11% | -9% |
| Cc1ccc(C)c(S(=O)(=O)NCc2ccncc2)c1 | -1.9 | 7% | 1 | 7% | -8% | -3% | 2% | -3% |
| O=S(=O)(NCC1CCCO1)c1ccc(S(=O)(=O)N2CCCC2)cc1 (stereo not given) | -1.4 | 8% | nt | 6% | -2% | -1% | -7%[57.1 µM] | -4% |
| Cc1ccc(N2CC(C(=O)OCc3nnc(-c4ccccc4)o3)CC2=O)cc1 (stereo not given) | -0.1 | -2% | 2 | -9% | -22% | 2% | -9% | -2% |
| CN(CC(=O)Nc1ccc(N2CCOCC2)cc1)C(=O)COc1ccccc1F | -1.5 | -24% | -9 | 0% | 13% | 1% | 4% | -3% |
| CCN1CCN(S(=O)(=O)CC2(C)C3CCC2(C)C(=O)C3Br)CC1 (stereo not given) | -0.2 | -15% | -11 | -2% | -2% | 3% | 2% | -11% |
| COc1ccccc1N1CCN(C(=O)c2noc(C)c2[N+](=O)[O-])CC1 | 0.4 | -18% | 3 | 3% | -1% | 0% | -10% | -18% |
| CC1CCCCC1NC(=O)CC1Oc2ccccc2NC1=O (stereo not given) | -0.9 | -11% | 1 | -9% | -7% | 1% | -4% | -1% |
| COCCNC(=S)N(CCCO)Cc1cc2cc3c(cc2[nH]c1=O)OCCO3 | -4.9 | -6% | 5 | 6% | 10% | 1% | 11% | -8% |
| Cc1cc2oc(C(=O)N3CCN(CCc4ccccn4)CC3)c(C)c2cc1C | -0.3 | -25% | 3 | 3% | -13% | 0% | 3% | 3% |
| O=C(Cn1ncc2ccccc2c1=O)Nc1cccc(C(F)(F)F)c1 | 0.0 | -4% | -9 | 7% | -11% | nt | 8% | -7% |
| COC(=O)C(Cc1c[nH]c2ccccc12)NC(C)=O (stereo not given) | 0.4 | -4% | -2 | 3% | 4% | 1% | -2% | -7% |
| O=C(C1CCCO1)N1CCN(S(=O)(=O)c2cc(F)ccc2F)CC1 (stereo not given) | -1.9 | 12% | 1 | 4% | -4% | 1% | -34% | -7% |
| CO/N=C/C(C#N)=C/c1cc(C(=O)c2ccccc2)cn1C | 0.0 | -4% | 3 | 10% | 1% | 0% | 8% | -6% |
| CCOC(=O)c1nn(-c2ccccc2)c(=O)c(C#N)c1C | -0.3 | -4% | 0 | -1% | 2% | 1% | -4% | 5% |
| COCCn1c(SCC(=O)Nc2ccc(C)cc2C)nc2c(oc3ccccc32)c1=O | 0.9 | -5% | -3 | 5% | 1% | 2% | -1% | 2% |
| Cc1nc2c(C(=O)N3CCN(C)CC3)cnn2c(C)c1Cc1ccc(Cl)cc1 | -2.5 | -6% | nt | -4% | 1% | ? | -4% | -9% |
| Cc1ccc(/C=N/n2c(COc3ccccc3)n[nH]c2=S)cc1 | 0.2 | 14% | -1 | 7% | 5% | -2% | 5% | 21µM* |
| Cn1cc(-c2nnnn2-c2ccc(Cl)cc2)c(=O)c2ccccc21 | -1.4 | -27% | nt | 7% | 15% | -2% | 11% | -6% |
| CCS(=O)(=O)N1Cc2ccccc2CC1C(=O)Nc1nnc(SCc2ccc(C#N)cc2)s1 (stereo not given) | -4.0 | -19% | -57* | -5% | 13% | -5% | ? | -14% |
| CCc1ccccc1NC(=O)C1CCN(S(C)(=O)=O)CC1 | -17 | -7% | -2 | 9% | -4% | nt | 1% | -8% |
| COc1ccc(-n2c(O)c(/C=N/NS(=O)(=O)c3cc(C)ccc3C)c3ccccc3c2=O)cc1OC | -0.4 | 18% | -20 | -2% | ? | -2% | 79µM* | 39%[activator] |

Some of the compounds tested; rates above refer to the full screens.
